Screening data from PubChem.
NR5A2 inv ag = LRH-1 (NR5A2) inverse agonists, primary screen, cell-based, luminescence, HEK293T, StAR-luciferase reporter. LRH-1 transfected, 24 h. inhibition, % at 3.6 µM. 360,000 tested, 0.13% active;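 active = inhibition above the mean inhibition of all tested compounds plus 3 SD, cut at about 73% in these data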;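 also: 0% = DMSO wells and 100% = reporter-only cells lacking LRH-1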
Target sequence (O00482 whole entry, looked up): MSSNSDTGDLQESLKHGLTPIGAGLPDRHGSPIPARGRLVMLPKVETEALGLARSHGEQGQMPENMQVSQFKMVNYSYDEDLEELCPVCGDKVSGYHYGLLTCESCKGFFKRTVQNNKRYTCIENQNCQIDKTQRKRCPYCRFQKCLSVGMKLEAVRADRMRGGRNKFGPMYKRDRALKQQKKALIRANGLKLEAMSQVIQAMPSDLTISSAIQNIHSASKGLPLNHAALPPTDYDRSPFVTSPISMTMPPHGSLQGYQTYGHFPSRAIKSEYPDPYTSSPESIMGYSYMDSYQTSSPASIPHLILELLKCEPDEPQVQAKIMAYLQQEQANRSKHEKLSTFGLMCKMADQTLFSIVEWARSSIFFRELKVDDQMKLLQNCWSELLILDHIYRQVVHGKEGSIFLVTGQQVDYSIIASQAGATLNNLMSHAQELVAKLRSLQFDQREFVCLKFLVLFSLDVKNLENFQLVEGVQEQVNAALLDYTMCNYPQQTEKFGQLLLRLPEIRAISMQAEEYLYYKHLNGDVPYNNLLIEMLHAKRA
TRAIL sens C8 = viability loss with TRAIL in NB7+C8 cells, primary screen, TRAIL sensitizer project, cell-based, ATPlite luminescence | inhibition (viability loss, TRAIL sensitization), % at 10 µM | 360,000 tested, 1% active | AID 624354, 2012;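 active = compounds causing at least 50% loss of cell viability in the single-dose screen, relative to plate controls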
NCOA3 inh = SRC3 coactivator transcriptional activity inhibitors, primary screen, cell-based, luminescence. 360,000 tested, 0.17% active. inhibition, % at 3.6 µM. HEK293 GAL4-SRC3 luciferase reporter. Nuclear receptor coactivator 3 (Homo sapiens), Q9Y6Q9. AID 588352, 2011;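 active = inhibition above a per-campaign cutoff, the mean of all compounds plus 3 SD, cut at about 60% in these data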;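 also: 0% = DMSO-treated cells and 100% = gossypol-treated cells at 36 µM; higher means less SRC3-driven luciferase light from the GAL4 reporter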
NOD2 RIPK2 PPI = NOD2-RIPK2 binding disruptors in cells, primary screen, fluorescence, CHO cells, BLA complementation; AID 624267, 2012; 360,000 tested, 0.38% active; Receptor-interacting serine/threonine-protein kinase 2 (Homo sapiens), O43353; CCF4 ratio; inhibition, % at 4.98 µM; in the data active = inhibition above about 21%;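 also: 0% = vehicle only and 100% = reference blocker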
TLR9-MyD88 block = inhibitors of TLR9-MyD88 association in cells, primary screen, cell-based, CHO, BLA complementation, fluorescence; CCF4 FRET ratio; inhibition, % at 4.98 µM; 340,000 tested, 0.21% active;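 active = inhibition above the mean over all tested compounds plus 3 SD, cut at about 21% in these data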;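 also: 0% = DMSO only wells and 100% = clavulanate BLA inhibitor control wells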
LMP1 NFkB inh = EBV LMP1-driven NF-kappaB luciferase reporter inhibitors, primary screen, cell-based, luminescence, single point | LMP1-induced NF-kappaB luciferase reporter cells | inhibition, % at 12.5 µM | 350,000 tested, 0.69% active | AID 504558, 2011; in the data active = inhibition above about 41%;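 also: 0% = neutral control wells and 100% = reference inhibitor control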
TROY signal inh = inhibitors of TROY-driven NF-kB signaling, primary screen, Q293 LMP1-TROYcd cells, NF-kB luciferase, uHTS; Q293 LMP1-TROYcd NF-kB luciferase reporter, 4 h; inhibition, % at 10 µM; 360,000 tested, 0.98% active; AID 1347056, 2019;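 active = compounds whose plate-normalised and pattern-corrected inhibition of the luciferase reporter signal at the single screening dose is 50% or more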
COUP-TFII inh = NR2F2 transcriptional activity inhibitors, primary screen, cell-based, luciferase reporter, HEK293T, luminescence. inhibition, % at 8.6 µM. HEK293T NGFI-A luciferase reporter. COUP transcription factor 2 (Homo sapiens), P24468. 370,000 tested, 0.7% active;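 active = inhibition above a per-plate cutoff, mean inhibition of test wells between control levels plus 3 SD, cut at about 38% in these data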;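 also: cells cotransfected with COUP-TFII expression vector driving the NGFI-A reporter; 0% = median of COUP-TF2 test wells and 100% = reporter-only cells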
Target sequence (P24468 whole entry, looked up): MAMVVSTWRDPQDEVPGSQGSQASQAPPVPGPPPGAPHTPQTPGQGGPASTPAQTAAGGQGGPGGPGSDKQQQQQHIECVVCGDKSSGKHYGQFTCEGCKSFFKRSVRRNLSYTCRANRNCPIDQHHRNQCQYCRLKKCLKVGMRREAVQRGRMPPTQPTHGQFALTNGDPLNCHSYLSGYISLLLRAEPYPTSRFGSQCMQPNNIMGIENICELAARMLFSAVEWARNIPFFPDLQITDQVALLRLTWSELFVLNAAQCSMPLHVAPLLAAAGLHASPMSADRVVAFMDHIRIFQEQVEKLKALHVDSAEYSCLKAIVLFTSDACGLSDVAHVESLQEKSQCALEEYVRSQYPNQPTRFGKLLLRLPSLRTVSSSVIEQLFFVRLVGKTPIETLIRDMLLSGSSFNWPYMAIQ
TWEAK-Fn14 inh = inhibitors of TWEAK-Fn14 signaling, primary screen, luciferase reporter cells, uHTS | TWEAK-stimulated Fn14 reporter cells, luciferase luminescence, 8 h | inhibition, % at 10 µM | 360,000 tested, 2% active | AID 1159606, 2016; in the data active = inhibition above about 50%
NCOA2 inhibitor = inhibition of GAL4-SRC2 driven luciferase reporter, primary screen, SRC2 inhibitor project, cell-based, luminescence | HEK293 GAL4-SRC2 luciferase reporter | inhibition, % at 9 µM | 370,000 tested, 0.17% active;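 active = inhibition above the mean inhibition of all tested compounds plus 3 SD, set per campaign, cut at about 52% in these data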;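 also: 0% = DMSO treated cells and 100% = cells given Gossypol at 36 µM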
SRC1 inh = SRC1 coactivator transcriptional activity inhibitors, primary screen, cell-based, luminescence; 360,000 tested, 0.12% active; inhibition, % at 3.6 µM; AID 588354, 2011; HEK293 GAL4-SRC1 luciferase reporter;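 active = inhibition above the campaign mean plus 3 SD, with each screening campaign given its own cutoff, cut at about 60% in these data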;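 also: 0% = DMSO treated cells and 100% = gossypol at 36 µM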
* hit, by the source's call; . = not tested or not shown. An excerpt. The share of hits here may be higher or lower than overall.

SMILES	NR5A2 inv ag	TRAIL sens C8	NCOA3 inh	NOD2 RIPK2 PPI	TLR9-MyD88 block	LMP1 NFkB inh	TROY signal inh	COUP-TFII inh	TWEAK-Fn14 inh	NCOA2 inhibitor	SRC1 inh
Cc1ccc(-c2cc(-c3ccccc3C)[nH]n2)c(O)c1	-117	17	-77	-1	1	0	-29	-57	-52	-66	-128
NCCNC(=O)c1c(O)c2cccc3c2n(c1=O)CCC3	-10	-14	5	8	5	-1	7	-10	-8	25	-3
O=C(Cn1cc2c(n1)CCCC2)Nc1ccccc1Br	30	-4	5	4	3	1	0	-11	-13	-30	-18
COc1ccccc1C1CCN(Cc2ccccc2Cl)CC1	2	14	-11	-7	-6	-3	-10	8	-4	10	1
CN1CCN(C(=O)C2CCC(C)(C(=O)O)C2(C)C)CC1 (centres undefined)	4	-15	13	-8	-2	-3	-3	4	12	4	-5
COc1ccc(C(=O)O)cc1S(=O)(=O)N(C)CCc1ccccn1	9	19	12	-13	3	-5	2	1	-5	13	7
CCc1cccc(CC)c1NC(=O)CSc1nnc(CCC(=O)O)c(=O)[nH]1	-6	-8	0	-2	-8	3	-7	3	20	-37	-25
CC1COc2ccccc2N1C(=O)c1ccc(F)cc1 (centres undefined)	5	-9	7	-14	0	4	-18	-2	0	-15	2
O=c1[nH]c(=O)n(C2CC(O)C(CO)O2)cc1Br (centres undefined)	-120	7	20	4	3	-11	-8	20	-15	-62	23
Cc1ccc(-c2cc(C(=O)NCCN3CCOCC3)no2)cc1	-23	4	-21	2	-8	-4	8	8	13	-10	-40
Cc1cc(N/N=C(/CCC(=O)O)C(=O)O)nc2ccccc12	2	-8	4	-4	2	-5	8	3	7	-57	-3
Cc1noc(C)c1C(=O)N1CCN(Cc2ccccc2)CC1	-16	-21	5	-7	0	-2	-5	3	2	6	-35
O=C1C2CCCN2C(c2ccc(F)cc2)N1c1cccc(Cl)c1 (centres undefined)	20	0	15	-9	-3	-9	-4	9	4	-7	3
NC(=O)c1nsc(C(=O)N(Cc2cccnc2)C(C(=O)NCc2ccccc2)c2ccc(O)cc2)c1N (centres undefined)	-2	7	7	-12	1	1	6	15	-7	-9	-5
COc1ccccc1N(Cc1ccccc1)S(=O)(=O)c1cccc(C(=O)Nc2ncccc2C)c1	-24	12	11	-4	-4	3	0	9	6	6	-4
CSc1ccc(NC(=O)NCc2ccccc2)cc1	-57	-1	-55	-3	7	-9	-43	-36	-39	-62	-49
Cc1ccc(CNn2cnnc2SCc2ccc(F)cc2)cc1	9	-15	3	-5	-1	8	-11	9	6	-8	-1
Cc1csc(NC(=O)CCC(=O)N(CC(=O)NC2CCCC2)Cc2ccccc2)n1	-7	2	8	0	-6	-1	-10	12	18	-50	4
CCOC(=O)c1c(C)[nH]c(C)c1C(=O)COC(=O)c1cccc(S(=O)(=O)N(CC)CC)c1	19	-2	2	3	8	6	.	13	3	-3	3
O=C(NCCCN1CCCC1)C1CCC(=O)N1C1CCCCC1 (centres undefined)	-17	-19	1	-11	5	2	-4	9	-2	10	4
O=C(Oc1cncc(Cl)c1)c1sccc1Cl	-14	-5	6	-7	-9	-7	7	-4	13	-22	11
COc1ccc(NC(=O)Nc2ccccc2F)cc1Cl	-162	22	-71	4	-10	-18	-50	-35	-10	-2	-119
COc1ccc(-c2csc3ncnc(N4CCN(c5ccccc5O)CC4)c23)cc1	-11	4	6	-13	0	-1	9	.	32	.	13
COc1ccc(/C(N)=N/OC(=O)CSc2ccc(C)cc2)cc1OC	7	6	14	7	2	-7	-16	5	-19	-20	10
CC(=O)Nc1ccc(CN(C)CC2CCCN(CCc3cccc(C(F)(F)F)c3)C2)cc1 (centres undefined)	16	7	20	10	0	0	13	-2	12	-9	23
CCCNCc1cc(Br)ccc1OCC(=O)NCCc1ccccc1	4	-2	29	-11	0	2	3	-16	30	-6	11
CSCc1c(C(=O)Nc2ccc3c(c2)OCO3)oc2ccccc12	-19	25	-34	0	-14	-11	-29	-7	31	-14	-15
O=C(CNC(=O)C1CCCCC1)Nc1cc(Cl)ccc1Cl	-14	10	17	-5	1	-5	-14	-12	-3	-28	-21
CC(NC(=O)c1cncc(Br)c1)c1ccc(S(N)(=O)=O)cc1 (centres undefined)	7	1	8	-19	-2	-1	0	10	-4	-4	10
COc1ccc(CNS(=O)(=O)c2ccc(OC)cc2)cc1	12	-8	2	-8	2	-2	4	-12	10	2	-32
CCN1CCc2[nH]c3ccccc3c2C1	-13	19	1	-5	8	-4	-3	-6	10	-30	9
CC[C@H](C)[C@H](NC(N)=O)C(=O)NCCc1ccc(OC)c(OC)c1	2	-9	19	-7	-6	6	0	8	-5	1	28
CCNC(=O)COC(=O)C1C(C(=O)OCC)=C(C)NC(C)=C1C(=O)OCC	10	6	-3	-4	6	-1	-8	12	16	-24	6
CCS(=O)(=O)N1CCC(C(=O)NCc2cccc(OC)c2)CC1	3	-7	-8	-8	-10	7	-15	-1	26	-30	-20
CC(=O)N1CC23C=CC(CC2CC12CCCCCC2)O3 (centres undefined)	-4	1	2	-6	-5	-2	8	9	-4	1	15
O=C1CSC(=S)N1/N=C/c1c(F)cccc1F	0	-5	-10	-5	3	-2	-2	6	29	-8	-19

14 of the compounds above, as comma-separated lines:
structure,NR5A2 inv ag,TRAIL sens C8,NCOA3 inh,NOD2 RIPK2 PPI,TLR9-MyD88 block,LMP1 NFkB inh,TROY signal inh,COUP-TFII inh,TWEAK-Fn14 inh,NCOA2 inhibitor,SRC1 inh
COc1ccc(-c2csc3ncnc(N4CCN(c5ccccc5O)CC4)c23)cc1,-11,4,6,-13,0,-1,9,.,32,.,13
COc1ccc(/C(N)=N/OC(=O)CSc2ccc(C)cc2)cc1OC,7,6,14,7,2,-7,-16,5,-19,-20,10
CC(=O)Nc1ccc(CN(C)CC2CCCN(CCc3cccc(C(F)(F)F)c3)C2)cc1 (centres undefined),16,7,20,10,0,0,13,-2,12,-9,23
CCCNCc1cc(Br)ccc1OCC(=O)NCCc1ccccc1,4,-2,29,-11,0,2,3,-16,30,-6,11
CSCc1c(C(=O)Nc2ccc3c(c2)OCO3)oc2ccccc12,-19,25,-34,0,-14,-11,-29,-7,31,-14,-15
O=C(CNC(=O)C1CCCCC1)Nc1cc(Cl)ccc1Cl,-14,10,17,-5,1,-5,-14,-12,-3,-28,-21
CC(NC(=O)c1cncc(Br)c1)c1ccc(S(N)(=O)=O)cc1 (centres undefined),7,1,8,-19,-2,-1,0,10,-4,-4,10
COc1ccc(CNS(=O)(=O)c2ccc(OC)cc2)cc1,12,-8,2,-8,2,-2,4,-12,10,2,-32
CCN1CCc2[nH]c3ccccc3c2C1,-13,19,1,-5,8,-4,-3,-6,10,-30,9
CC[C@H](C)[C@H](NC(N)=O)C(=O)NCCc1ccc(OC)c(OC)c1,2,-9,19,-7,-6,6,0,8,-5,1,28
CCNC(=O)COC(=O)C1C(C(=O)OCC)=C(C)NC(C)=C1C(=O)OCC,10,6,-3,-4,6,-1,-8,12,16,-24,6
CCS(=O)(=O)N1CCC(C(=O)NCc2cccc(OC)c2)CC1,3,-7,-8,-8,-10,7,-15,-1,26,-30,-20
CC(=O)N1CC23C=CC(CC2CC12CCCCCC2)O3 (centres undefined),-4,1,2,-6,-5,-2,8,9,-4,1,15
O=C1CSC(=S)N1/N=C/c1c(F)cccc1F,0,-5,-10,-5,3,-2,-2,6,29,-8,-19

Other results follow.
SMILES	NR5A2 inv ag	TRAIL sens C8	NCOA3 inh	NOD2 RIPK2 PPI	TLR9-MyD88 block	LMP1 NFkB inh	TROY signal inh	COUP-TFII inh	TWEAK-Fn14 inh	NCOA2 inhibitor	SRC1 inh
COc1cccc(NC(=O)c2cc3c(=O)n4ccccc4nc3n(CC(C)C)c2=N)c1	10	19	8	12	8	-17	-23	-12	-19	4	-16
CC1=CC(=O)C=CC1(C)C(Cl)(Cl)Cl (centres undefined)	11	-11	-9	-5	6	-3	5	-1	9	4	0
CS(=O)(=O)c1ccc(NC(=O)CCN2C(=O)NC3(CCCC3)C2=O)cc1	11	-6	4	-2	-2	1	-8	4	17	15	0
Cc1ccc2nc(SCC(=O)Nc3cc(C)on3)c(C)cc2c1	2	0	13	1	1	3	3	19	2	5	-1
CC(=O)Nc1ccc2nc(-c3cccn3C)[nH]c2c1	-40	0	-42	-4	-23	-3	-36	-11	2	-42	-23
O=C(Oc1cccc(NC(=O)c2ccco2)c1)c1ccc(Br)c(S(=O)(=O)N2CCCCC2)c1	-5	-3	-20	-10	-7	-11	22	-1	-11	-21	-18
COc1ccc(NC(=O)C2CCCN2S(=O)(=O)c2ccc(Cl)cc2)cc1 (centres undefined)	9	-9	0	-2	-3	-4	-4	-11	77*	-4	1
COC(=O)C1=C[C@@H](C(=O)OC)[C@@H]2C3=C(C(=O)C2(C)C)[C@H](C)n2c(=O)n(-c4ccccc4)c(=O)n2[C@@H]3C1	-3	-6	5	3	6	-8	-8	3	-6	8	-2
CC(=O)Nc1cc(O)cc(O)c1	6	-16	3	-6	-3	-9	-7	-3	-2	13	-22
O=C(O)CN(Cc1ccco1)S(=O)(=O)c1ccc(F)cc1	-5	17	-9	-13	-3	2	0	2	13	-1	3
O=C(O/N=C/c1cccc([N+](=O)[O-])c1)C1CC1	0	-2	1	-14	5	0	31	-11	-4	-21	-9
COc1ccc(CNC2CCCC2)c(OC)c1OC	13	11	-6	-7	-3	-5	4	-17	-12	-4	13
COc1ccccc1Cn1c(C)c(C(=O)NCc2ccc3c(c2)OCCO3)sc1=O	0	-2	-6	9	.	.	12	-5	10	5	1
C=CCN1C(=O)c2ccccc2Sc2ccc(C(=O)NCC(OC)OC)cc21	1	-2	-6	-11	8	5	-6	-15	17	-13	-28
CCOC(=O)c1c(S(=O)(=O)NCC(=O)N2CCN(c3ccc(OC)cc3)CC2)c(C)n(C)c1C	6	-5	15	-16	20	.	-5	-7	5	6	1
CCC[N+](CC#CCO)(CC#Cc1ccccc1)CCC	5	-11	15	-15	11	-3	-3	-7	0	14	-42
